Compound activity from PubChem.
DT40 TDP1 no CPT = qHTS for Inhibitors of human tyrosyl-DNA phosphodiesterase 1 (TDP1): qHTS in cells in absence of CPT. 15% of 420,000 active. Potency, µM (top dose mostly 46.2 µM), for the others: at the top dose activity change, negative = growth inhibition, hits mostly inhibitors. DT40 Tdp1-/- hTDP1 cells, no CPT, ATP luminescence, 48 h; further: nearly all actives have a fitted effect of over 55% in size
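Chicken DT40 Tdp1-/- cells stably complemented with human TDP1 were seeded at 400 cells/well with DMSO in place of 20 nM camptothecin. After compound pinning, cells grew at least 48 hr at 37 °C; viability read by CellTiter-Glo luminescence.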
TDP1 cell CPT = qHTS for Inhibitors of human tyrosyl-DNA phosphodiesterase 1 (TDP1): qHTS in cells in presence of CPT; Potency, µM (highest dose often 46.2 µM), without a hit: top-dose activity change, negative = growth inhibition, hits mostly inhibitors; 12% of 420,000 active; chicken DT40 Tdp1-/-;hTDP1 cells + 20 nM CPT, ATP luminescence, 48 h; further: nearly all actives have a fitted effect of over 55% in size
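Chicken DT40 Tdp1-/- cells stably complemented with human TDP1 were seeded at 400 cells/well in medium containing 20 nM camptothecin, exposed to pin-transferred compounds, and grown at 37 °C for at least 48 hr. Viability was read as ATP luminescence.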
TDP1 block = qHTS Assay for Inhibitors of Tyrosyl-DNA Phosphodiesterase (TDP1) | recombinant TDP1, AlphaScreen DNA substrate cleavage | 0.28% of 350,000 active | AID 485290, 2010 | Potency, µM (series often up to 130 µM), inactives show at the top dose activity change, negative = inhibition, usual class: inhibitors; further: nearly all actives have a fitted effect of over 40% in size
Target sequence (Q9NUW8 whole entry, looked up): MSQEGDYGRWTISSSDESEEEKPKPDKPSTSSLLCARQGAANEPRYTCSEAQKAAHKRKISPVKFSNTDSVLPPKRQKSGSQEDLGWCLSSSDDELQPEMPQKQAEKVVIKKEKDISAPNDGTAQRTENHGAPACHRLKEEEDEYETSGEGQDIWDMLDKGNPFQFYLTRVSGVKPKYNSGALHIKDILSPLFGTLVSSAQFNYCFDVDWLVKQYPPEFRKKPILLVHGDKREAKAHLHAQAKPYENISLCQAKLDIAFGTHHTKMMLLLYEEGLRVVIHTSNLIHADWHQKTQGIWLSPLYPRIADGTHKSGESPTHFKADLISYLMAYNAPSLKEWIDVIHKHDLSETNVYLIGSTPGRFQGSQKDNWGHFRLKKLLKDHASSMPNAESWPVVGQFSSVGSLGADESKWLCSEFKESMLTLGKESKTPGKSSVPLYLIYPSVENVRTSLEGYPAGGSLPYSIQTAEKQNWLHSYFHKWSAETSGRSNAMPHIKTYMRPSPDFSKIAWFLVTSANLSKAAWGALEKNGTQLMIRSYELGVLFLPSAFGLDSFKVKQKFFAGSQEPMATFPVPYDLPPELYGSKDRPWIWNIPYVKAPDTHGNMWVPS
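Signal: AlphaScreen proximity between streptavidin donor and anti-FITC acceptor beads on intact substrate. Reaction: Tdp1 1 nM, substrate 15 nM final, 5 min RT after 15 min compound preincubation.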
Starred values were filed as active, the others as inactive; ? = inconclusive; . = not tested or not shown; & = joins results of further samples; [ ] = another dose, or the depositor's remark. The call rests on the fitted dose curve; in most records, active means well fitted curve in the direction sought with a large enough effect; inconclusive means small, poorly fitted or top-dose-only effect, or another doubt; inactive means no such curve, though single readings can be large; an effect the other way counts as inactive or inconclusive. On the % scale 0 is the no-effect control and ±100 the full control effect; potency means the concentration at half of the fitted maximal effect. Outcome played no part in choosing rows; overall some 18% were active at least once.

SMILES	DT40 TDP1 no CPT	TDP1 cell CPT	TDP1 block
CCOc1ccc(N/C=C/C(=O)c2ccccc2)c([N+](=O)[O-])c1	?	?	4%
O=S(=O)(c1ccccc1)n1ccc2ccccc21	?	-14%	2%
O=C(COC(=O)[C@H](Cc1ccccc1)NC(=O)c1cccs1)Nc1cc(F)ccc1F	-8%	5%	2%
O=C(NCc1ccco1)c1ccccc1-c1ccccc1	3%	-15%	1%
CC(=O)Nc1ccc2c(COC(=O)CC3Sc4ccccc4NC3=O)cc(=O)oc2c1 (configuration not stated)	?	-32%	20µM*
CC(=O)Nc1cc(C(=O)N2CCSCC2)cc2ncn(CCc3ccccn3)c12	-6%	-3%[9.04 µM]	.
Cc1ccccc1CN1CCN(S(=O)(=O)c2cccs2)CC1	?	-9%	3%
CCCOC(=O)c1ccc(Oc2cn[nH]c2-c2ccc(OC)cc2O)cc1	21µM*	15µM*	8%
N=c1ccn(Cc2c(Cl)cccc2Cl)cc1	0.65µM*	1.3µM*	6%
CCOC(=O)c1ccc(Nc2nc(C)cc(C)n2)cc1	-18%&-7%	-3%&-2%	0%
COc1ccc(NC(=O)[C@@H]2CC=C[C@@H]3CCN(C4CCCCC4)C(=O)[C@@H]32)cc1	?	?	.
COC(=O)N/N=C\c1cc2c(cc1Br)OCO2	-40%	-11%	-5%
COC(=O)c1c(N)c(C#N)c(C)n1-c1ccccc1	-26%	-11%	0%
COc1cc(Cl)c(C)cc1NC(=O)c1sc2nc3n(c(=O)c2c1C)CCCCC3	-6%	8%	3%
CC(C(=O)O)c1ccc(N2Cc3ccccc3C2=O)cc1 (configuration not stated)	?	?	10%[56.1 µM]
CN(C)c1ncnc2c1NC1=C(S2)C(=NCCCC(=O)O)CC(C)(C)C1	?	21µM*	1%
Nc1nnc(SCc2ccccc2Cl)s1	-19%	3%	-3%
COc1ccccc1OCCOCCN1CCCC1	4%	8%	2%
O=C(C[C@H]1CC[C@H](NC(=O)C2CCOCC2)[C@@H](CO)O1)NCc1ccncc1	1%	4%	.
COc1ccc(C(O)P(=O)(O)CCc2ccccc2)cc1 (configuration not stated)	2%	3%	5%
Cc1cccc(NC2=NCC(=O)N2CCc2ccccc2)c1	1%	-11%	4%
Nc1ccccc1SCc1ccccc1Cl	-27%	0%	6%
CCC/C(C)=N\Nc1nc2c(c(=O)n(C)c(=O)n2C)n1C	?	18µM*	.
CCN1CCN(CCCNC(=O)CNC(=O)c2nn(-c3ccc(OC)cc3OC)c(=O)c3ccccc23)CC1	-17%	-22%	1%
CCCCNC(=O)C(NC(=O)c1ccc2c(c1)OCO2)C(=O)c1ccccc1 (configuration not stated)	-9%	-16%	.
CNC1C(O)C(O[C@H]2C(O)[C@@H](OC3OC(CN)=CCC3N)[C@H](N)C[C@@H]2N)OC[C@]1(C)O (some centres not stated)	-2%	0%	7%[56.1 µM]
COc1ccccc1CNc1nc(C)c(C(C)=O)s1	16µM*	21µM*	14%
COc1ccc(NC(=O)[C@H](Cc2c[nH]c3ccccc23)NC(=O)[C@@H]2Cc3ccccc3CN2)cc1	?	-24%	.
CCS(=O)(=O)c1ccc2oc(Nc3ccc(C(C)(C)C)cc3)nc2c1	15µM*	16µM*	0%
Cc1nnc(SCC(=O)c2ccc(C(C)C)cc2)s1	?	?	-5%
CC1=C(C)CC2C(C1)C(=O)c1ccc(Br)cc1S2(=O)=O (configuration not stated)	-21%	-3%	0%
COc1ccc(C)cc1NC(=O)C(OC(=O)C1CC1)c1ccccc1 (configuration not stated)	?	-8%	3%
CCC(C)N(C(=O)COC(=O)c1[nH]c(C)c(C(C)=O)c1C)C1CCS(=O)(=O)C1 (configuration not stated)	1%	0%	4%
Cc1ccc2c(c1)N(C(=O)CCC(=O)NCCCN1CC(C)CC(C)C1)CCO2 (configuration not stated)	?	?	.
CC(C)C(NC(=O)c1cccs1)C(=O)NC1CCCCC1 (configuration not stated)	6%	-9%	0%
CCOc1ccc(-c2nc(C)sc2CC(=O)O)cc1	-6%	-19%	3%
Cc1cc(C)n2cc(CSc3nnnn3-c3ccccc3)nc2n1	-20%	-2%	-1%
CC12CCC(=O)N1C(C(=O)OCC(=O)Nc1cccc(S(=O)(=O)N3CCCCCC3)c1)CS2 (configuration not stated)	-27%	-25%	-9%
CC(=O)c1cc2c(cc1NC(=O)c1cc(C)nn1-c1ccccc1)OCO2	3.7µM*	5.2µM*	0%
CC1CCCN(C(=O)CSc2n[nH]c(-c3cccs3)n2)C1 (configuration not stated)	1%	2%	1%
C#CCSc1nc(-c2ccccc2)cc(-c2ccccc2)c1C#N	?	?	.
O=C(OCC1OC(n2ccc(=O)[nH]c2=O)C(Cl)C1O)c1ccccc1 (configuration not stated)	4%	8%	.
CCCCn1c(N)c(N(CC(C)C)C(=O)c2ccc(C)c(S(=O)(=O)N3CCCCC3)c2)c(=O)[nH]c1=O	-12%	2%	-1%
O=C(O)c1cccnc1Sc1ccccc1	-21%	1%	1%
CCCCN(CCCC)c1ccc(/C=C/c2ccnc3ccccc23)cc1	?	?	.
Cc1ccc(NC(=O)c2nc[nH]c2C(=O)N[C@@H](C)C(=O)OC(C)(C)C)cc1	?	?	6%
CC(C)(C)[C@H]1CCC(=O)N([C@H](CSc2ccc(Br)cc2)Cc2ccccc2)CC1	14µM*	18µM*	0%
CCCN1C2=NS(=O)(=O)CCN2c2ccccc21	-20%	-8%	10%
Oc1ccc(/C=N/N2CCN(C3c4ccccc4-c4ccccc43)CC2)cc1O	10µM*	8.2µM*	11%
Cc1c(C(=O)N2CCN(c3ccc([N+](=O)[O-])cc3)CC2)sc2ncn(CC(=O)N3CCOCC3)c(=O)c12	?	-26%	4%[0.0935 µM]
(more compounds)
SMILES	DT40 TDP1 no CPT	TDP1 cell CPT	TDP1 block
O=C(NCCc1c[nH]c2ccccc12)/C(=C/c1cccnc1)NC(=O)c1ccco1	-8%	1%	-6%
COc1cc2c(cc1OC)CN(C(=O)c1cc(=O)c3ccccc3o1)CC2	3.3µM*	4.1µM*	-2%
CCN(C(=S)NC(=O)C1CCCC1)C1CCCCC1	-2%	8%	3%
Cc1c(C(=O)N/N=C/c2ccccc2)[nH]c2c([N+](=O)[O-])cccc12	0.92µM*	0.65µM*	0%
CC(C)Oc1ccc(C(CC(=O)O)Cc2ccccc2)cc1 (configuration not stated)	22%	-2%	.
Cn1ccc2c(-c3ccc(C(F)(F)F)cc3)cc3c(c21)C1CCC3O1 (configuration not stated)	16µM*	23µM*	.
COc1ccc2[nH]c3c(c2c1)CCNC3C1CC=C(C)CC1 (configuration not stated)	6.5µM*	9.2µM*	3%
Cc1ccc(C2CC(c3ccco3)n3ncnc3N2)cc1 (configuration not stated)	-22%	-94%	9%
CCOc1ccccc1C(=O)N(Cc1ccco1)C1CCS(=O)(=O)C1 (configuration not stated)	-16%	7%	-2%
Cc1occc1C(=O)N/N=C/C=C/c1ccc(N(C)C)cc1	?	?	8%
CCc1ccc(C2=CC(c3c(F)cccc3Cl)n3c(nc4ccccc43)N2)cc1 (configuration not stated)	7.3µM*	18µM*	7%
CN(C(=O)c1cccc(NC(=O)Cc2cccc([N+](=O)[O-])c2)c1)C1CCCC1	?	18µM*	5%
O=C(CCc1nnc(-c2ccc(-c3ccccc3)cc2)o1)N1CCCCC1	21µM*	?	.
O=S(=O)(c1ccc(Cl)cc1)c1nc(-c2cccs2)oc1N1CCCCC1	16µM*	?	1%
Cc1ccc(N2C(=O)c3ccccc3C2C(=O)c2cc(C)ccc2O)cc1 (configuration not stated)	?	?	-3%
CN(c1ccc(F)cc1)S(=O)(=O)N1CCCC(C(=O)NCc2cccc(Br)c2)C1 (configuration not stated)	12µM*	15µM*	-13%
O=C(CNc1cc(S(=O)(=O)N2CCOCC2)ccc1N1CCCC1)N1CCc2ccccc21	?	-24%	7%
CCOc1ccc(N(CC(=O)NCc2ccccc2Cl)S(=O)(=O)c2c(C)noc2C)cc1	?	?	3%
CN(CC(=O)Nc1ccccc1Br)C(=O)c1ccccc1-c1nc2ccccc2s1	-11%	-21%	2%
O=C(O)c1cccc(-n2cccc2/C=C\[N+](=O)[O-])c1	-21%	0%	.
CC(C)c1ccc(NC(=O)C2CCCN(S(=O)(=O)c3ccc4[nH]c(=O)oc4c3)C2)cc1 (configuration not stated)	?	-26%	5%
Cc1ccccc1/C=C1\CCCc2ccccc2C1=O	-26%	-21%	2%
Cc1ccc(-c2nc(C#N)c(NCc3cccc4c3OCO4)o2)cc1	1%	2%	3%
Cc1ccc(N2C(=O)c3cccc4c(N)ccc(c34)C2=O)c2cccnc12	0.021µM*	0.0082µM*	.
CCCn1c(N)c(N(CCOC)C(=O)C(C)Oc2ccc(F)cc2)c(=O)[nH]c1=O (configuration not stated)	0%	15%	1%
CC(=O)c1ccc(NC(=O)C2Cc3ccccc3CN2C(=O)c2ccccc2)cc1 (configuration not stated)	?	?	3%
Cc1ccc(C(=O)NC(=S)Nc2cccc3c(C)cc(C)nc23)cc1	21µM*	?	10%
Nc1ccc(S(=O)(=O)c2ccccc2)nc1	-3%	6%	.
CCc1ccc(S(=O)(=O)c2nnn3c2nc(NC2CCCC2)c2sccc23)cc1	?	23µM*	5%
O=C(CCc1c[nH]c2ccccc12)N1CCCC1	-9%	21%	7%
c1ccc2c(c1)C(=NC1CCCCC1)NC2=NC1CCCCC1	15µM*	18µM*	8%
O=C(Nc1ccccn1)C1CCCN1S(=O)(=O)c1ccc(Cl)cc1 (configuration not stated)	-20%	-17%	-4%
COC(=O)c1ccc(CSc2nc3ccccc3c(=O)n2Cc2ccco2)o1	16µM*	23µM*	-1%
O=C(CCn1cncn1)N1CCCC(N2CCN(c3cccc(C(F)(F)F)c3)CC2)C1 (configuration not stated)	-20%	-3%	3%
CCOc1ccccc1NC(=O)CSC1=NN2CCCC(=O)N=C2S1	?	-17%	-7%
Cc1ccn(CCC(=O)NCC2Cc3cc(Cl)cc(-c4ccc5[nH]ccc5c4)c3O2)n1 (configuration not stated)	?	?	.
CCOC(=O)CCCNC(=O)CCNC(=O)c1ccc(OCC)cc1	2%	1%	7%
COc1ccc(C(=O)Nn2c(SCC(=O)N3CCC(C)CC3)nc3ccccc3c2=O)cc1	-21%	-17%	1%
CCOC(=O)c1oc2ccccc2c1CN1CCCCC1	-1%	-12%	9%
CCOc1cccc(CC(=O)N2CCc3c([nH]c4ccccc34)C2c2ccc(Cl)cc2)c1OCC (configuration not stated)	15µM*	10µM*	5%
